Ins promoter up – insulin promoter activators in MIN6 cells, imaging, high-content screening, mouse beta cells; MIN6 insulin promoter-GFP reporter; active compounds read high; 190,000 compounds, 0.3% hits; z-score at 5 µM;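 active means z-score above 3 at 5 µM with at least 500 cells counted in the well; inconclusive means wells under 500 cells, flagged as cytotoxic or low count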
Autophagy mod – autophagy modulators in MEF cells, primary screen, imaging, high-content, MEF GFP-LC3 | calls only at 10 µM (by protocol) | 190,000 compounds, 0.98% hits | MEF GFP-LC3 puncta imaging; test concentration mostly 10 µM | AID 463193, 2010;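 active means percentage of spot-positive cells more than 3 SD above its plate mean, without a fluorescence outlier flag or 80% toxicity; inconclusive means no clear call, values can overlap the other calls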;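 further: spot-positive cell cutoff set from DMSO-treated cells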
Hep lipid drop – inhibitors of hepatocyte lipid droplet formation, primary screen, imaging, high-throughput imaging, BODIPY stain | AML12 mouse hepatocytes, oleate lipid droplets | 240,000 compounds, 0.4% hits | inhibition, % at 6.5 µM;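 active means lipid droplet intensity inhibited by at least 50%, with more than 500 cells counted; inconclusive means wells with under 300 cells, treated as cytotoxic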
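Material – AML12 mouse liver cells · Also added – oleate loading, 100 µM · Compound dosing – 6.5 µM single-point dosing · Times – overnight treatment with compound plus oleate · Measured by – fluorescence imaging, 20x objective, two fields per well · Read-out – percent inhibition of filter-corrected integrated lipid droplet intensity per well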
West Nile virus CPE – West Nile virus antiviral activity, cell-based, CPE readout (AID 1621); CPE inhibition, % at 10 µM, or IC50 in µM where a hit was titrated; 290,000 compounds, 0.02% hits; West Nile virus-infected cells, CPE inhibition; higher % means a stronger effect; in the data active means a potency from the dose series; inconclusive means CPE inhibition mostly from about 3.7% at the one dose, without a potency; inactive means the rest, 99 in 100 with CPE inhibition below about 2.2%; further: strong numbers were not always called active
Myeloid diff MLP – induction of myeloid progenitor differentiation, primary screen, cell-based, flow cytometry, MLPCN library. ER-HoxA9 myeloid progenitors, lysozyme-GFP differentiation. calls only at 10 µM. 360,000 compounds, 1% hits;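 active means normalized GFP-positive differentiation at or above the plate's own cutoff, the solvent-only control mean plus 3 SD; inconclusive means no clear call, values can overlap the other calls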;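 further: cells exposed to compound for four days before flow analysis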
T cell modulator – modulators of CD8 T cell-vesicle binding, primary screen, mouse 2C CD8+ T cells, flow cytometry; 330,000 compounds, 0.068% hits; AID 2052, 2009; 2C CD8+ T cell-vesicle binding; active compounds read low; calls only at 7 µM;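 active means response, share of CD8 T cells binding vesicles, and their 90th percentile fluorescence all below set limits, cut at about 80% in these data, passing the limit was not always enough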
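Also added: QL9-peptide-loaded Drosophila micro-vesicles bearing Ld, ICAM-1 and B7-1; Test system: purified 2C TCR transgenic mouse naive CD8+ T cells; Measured by: cytometric PE anti-B7-1 and Alexa647 anti-CD8 signals after 1% paraformaldehyde fixation; Timing: binding step 1.5 h, 37 °C, antibody labelling 20 min, ice.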
MT stabilize HCS – microtubule stabilizers in HeLa cells, primary screen, imaging, high-content imaging | HeLa tubulin immunostaining HCS, 24 h; share of cells brighter than vehicle mean+2SD | % tubulin-high responders, % at 10 µM | 200,000 compounds, 0.83% hits;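 active means plate Z-score above 3 for both tubulin-high and condensed-nucleus cell shares, with cell loss under 80%, at 10 µM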;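 further: anti alpha tubulin signal scored within the nucleus-defined area of each cell; some results filed as inactive read as strong as hits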
WT yeast gro inh – growth inhibition of WT strain, primary screen, mitochondrial fusion inhibitor project, WT and mutant strains, chemical genetic. 190,000 compounds, 2.1% hits. mitochondrial fusion phenotypic screen. AID 1362, 2008. inhibition, % at 10 µM; in the data active means inhibition above about 58%; tested in S. cerevisiae
b-catenin transl – modulators of beta-catenin nuclear translocation, primary screen, imaging, HeLa cells, immunofluorescence, high-content; AID 1665, 2009; nuclear translocation activity, % at 5 µM; 190,000 compounds, 0.3% hits;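 active means nuclear translocation activity above 50% at 5 µM, with a well cell count of 50 or more; inconclusive means wells under 50 cells across six images, flagged as toxic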;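 further: per-cell ratio of nuclear to cytoplasmic median beta-catenin stain intensity; plate controls were DMSO negative control for no effect and GSK-3 inhibitor IX positive control for full effect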
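Read-out: Nuclear/cytoplasmic beta-catenin signal ratio, % activation | Assay system: Human HeLa cell line | Times: 24 h compound exposure at 37°C, 5% CO2 | Signal: Fluorescence imaging of beta-catenin antibody stain plus DAPI | Dosing: 5 µM primary, 0.02–20 µM confirmation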
WT yeast gro inh mutant strain – recorded beside WT yeast gro inh, whose call it bears; inhibition, %; mitochondrial fusion phenotypic screen, mutant strain inhibition
Ins promoter up cell count – further read-out of Ins promoter up, marked with its call; cell count; measured here: cytotoxicity, nuclei count;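 total cells summed across four imaged fields per well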
Hep lipid drop cells 6.5 µM – second read-out of Hep lipid drop, no call of its own (marks repeat the call); cell count; measured here: cell count, cytotoxicity flag;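 cells counted across two imaged fields per well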
b-catenin transl cell count 5 µM – further read-out of b-catenin transl, marked with its call; cell count; measured here: cell count, cytotoxicity flag
T cell modulator vesicle-bound % – second read-out of T cell modulator, no call of its own (marks repeat the call); double positive events, %; measured here: CD8+ vesicle-bound cell fraction;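 binding gate set so that unloaded-vesicle control wells show 10% double positive cells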
MT stabilize HCS Hoechst-high % – recorded beside MT stabilize HCS, whose call it bears; % Hoechst-high responders; measured here: nuclear condensation Hoechst responders;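 share of cells brighter than vehicle mean plus two SD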
MT stabilize HCS cytotoxicity % – further read-out of MT stabilize HCS, marked with its call; toxicity, %; measured here: cytotoxicity by cell density;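 0% = mean cell density of plate MIN control wells and 100% = no cells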
Autophagy mod cell loss 18 h – second read-out of Autophagy mod, no call of its own (marks repeat the call); toxicity, %; measured here: cell loss, nuclei count;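 cell loss after 18 h compound exposure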
Myeloid diff MLP GFP+ MAC1+ % – further read-out of Myeloid diff MLP, marked with its call; GFP+ MAC1+ double positive, %; measured here: differentiation confirmed by MAC1 staining
* hit, by the source's call; i = inactive; ? = inconclusive; . = no result given.

A first look, 3 compounds:
SMILES	Ins promoter up	Ins promoter up cell count	Autophagy mod	Autophagy mod cell loss 18 h	Hep lipid drop	Hep lipid drop cells 6.5 µM	West Nile virus CPE	Myeloid diff MLP	Myeloid diff MLP GFP+ MAC1+ %	T cell modulator	T cell modulator vesicle-bound %	MT stabilize HCS	MT stabilize HCS Hoechst-high %	MT stabilize HCS cytotoxicity %	WT yeast gro inh	WT yeast gro inh mutant strain	b-catenin transl	b-catenin transl cell count 5 µM
O=C(COc1ccccc1)N1CCCC1	2	1243	i	-12	3	687	0.4%	i	0.6	i	39	2.3	1.9	8.2	-5	-2	2.1	1006
OC(c1cc(-c2ccc(Cl)cc2)nc2ccccc12)C1CCCCN1 (stereo unspecified)	-0.49	1063	.	.	7	733	-2.2%	i	0.8	i	44	.	.	.	.	.	36	408
COCC(=O)Nc1cc(Cl)ccc1C(F)(F)F	.	.	i	-8	-7	591	0.3%	.	.	i	31	2.8	1.4	5.3	-1	-1	-0.4	935

All compounds of this part, from the start:
SMILES	Ins promoter up	Ins promoter up cell count	Autophagy mod	Autophagy mod cell loss 18 h	Hep lipid drop	Hep lipid drop cells 6.5 µM	West Nile virus CPE	Myeloid diff MLP	Myeloid diff MLP GFP+ MAC1+ %	T cell modulator	T cell modulator vesicle-bound %	MT stabilize HCS	MT stabilize HCS Hoechst-high %	MT stabilize HCS cytotoxicity %	WT yeast gro inh	WT yeast gro inh mutant strain	b-catenin transl	b-catenin transl cell count 5 µM
O=C(COc1ccccc1)N1CCCC1	2	1243	i	-12	3	687	0.4%	i	0.6	i	39	2.3	1.9	8.2	-5	-2	2.1	1006
OC(c1cc(-c2ccc(Cl)cc2)nc2ccccc12)C1CCCCN1 (stereo unspecified)	-0.49	1063	.	.	7	733	-2.2%	i	0.8	i	44	.	.	.	.	.	36	408
COCC(=O)Nc1cc(Cl)ccc1C(F)(F)F	.	.	i	-8	-7	591	0.3%	.	.	i	31	2.8	1.4	5.3	-1	-1	-0.4	935
COc1ccccc1OCc1nnc(SCC(=O)N2CCCCC2)n1-c1ccccc1	0.1	1252	i	15	.	.	-0.2%	i	0.3	i	11	5.1	3.4	7.9	-8	-14	0.8	1149
CCOc1ccc(CCN2C(=O)c3ccc(C(=O)O)cc3C2=O)cc1OCC	.	.	.	.	-2	787	0.5%	i	0.6	i	54	.	.	.	.	.	.	.
O=C(Nc1ccc2c(c1)nc1n2CCOC1)c1ccccc1	0.06	1227	i	-1	.	.	-0.1%	i	0.6	i	34	2.1	2.8	6.1	-17	-14	-2.5	1085
CC(C)C(=O)Nc1cccc(C(=O)Nc2nnc(C(C)C)s2)c1	.	.	i	-1	-12	765	0.3%	i	0.6	i	19	2.9	2.2	0.7	3	-3	.	.
Cc1sc2ncnc(NCC(c3ccco3)N(C)C)c2c1C (stereo unspecified)	.	.	i	0	.	.	0.0%	i	0.7	i	21	3.6	1.5	6.1	2	-12	.	.
O=C(c1ccc(CN2CCOCC2)cc1)N1CCN(c2ccccc2F)CC1	.	.	i	-12	9	779	-0.2%	i	0.0	i	37	1.0	1.7	10	0	-31	-17	1175
Cc1ccc2c(CSc3nnc4ccccn34)cc(=O)oc2c1C	0.33	1292	i	7	-9	687	0.4%	i	0.5	i	29	1.1	2.7	8.3	0	-10	.	.
Cn1[nH]c(C(F)(F)F)cc1=O	0.3	1224	i	36	0	681	0.3%	i	0.1	i	63	5.3	1.0	11	5	0	-5.0	1091
O=C(N/N=C/c1ccco1)c1ccc2nc[nH]c2c1	0	1353	.	.	16	743	0.9%	i	0.2	i	33	.	.	.	.	.	5.5	950
COc1cc2c(cc1OC)CN(c1ccc([N+](=O)[O-])cc1Cl)CC2	0.02	1372	i	2	-40	579	-1.6%	?	.	i	39	2.4	4.6	1.9	37	17	0.5	537
C=CCNC(=O)/C(C#N)=C/c1ccc(C)o1	0.08	1203	i	7	20	696	-0.2%	i	0.7	i	42	1.3	1.6	4.0	-3	-7	-0.3	1105
CCN(c1ccccc1)S(=O)(=O)c1ccc(F)cc1C	0.14	1266	i	10	-3	652	-0.2%	i	1.2	i	33	1.9	0.1	33	-6	4	.	.
CCc1ccccc1NC(=S)N(Cc1cccs1)C1CCCC1	0.65	1169	i	-5	7	746	-0.3%	i	0.4	i	42	1.6	1.5	14	71*	37*	-0.7	1034
C1CCN(c2nc3nonc3nc2NCC2CCOCC2)CC1	-0.66	1417	i	20	14	761	0.3%	i	1.1	i	38	1.9	1.1	0.3	-13	-5	4.0	934
S=C(Nc1ccccc1)N1CCCCCCC1	-0.67	1364	i	2	0	654	0.1%	i	0.3	i	54	2.0	2.4	5.1	-3	1	-0.7	1057
COc1cc(OC)nc(Oc2cc(C=O)ccc2OC)n1	.	.	.	.	-4	852	-0.2%	i	0.2	i	43	.	.	.	.	.	.	.
CC(=O)NC1CC2CCC(C1)N2Cc1ccc(C)cc1 (stereo unspecified)	-0.09	981	i	3	.	.	-0.3%	i	0.5	i	25	7.4	2.6	4.4	-4	22	-0.1	1145
O=[N+]([O-])c1cc(S(=O)(=O)N2CCCC2)ccc1N/N=C1/CCCc2ccccc21	-0.69	1229	i	6	42	667	-1.3%	i	0.2	i	30	5.4	2.4	11	-1	2	-2.3	565
CCCc1cc(=O)[nH]c(SCC(=O)Nc2ccc([N+](=O)[O-])cc2C#N)n1	-0.4	1455	.	.	3	730	-0.8%	i	0.5	i	46	.	.	.	.	.	-2.2	1108
O=C(O)c1ccc(N2C(=O)/C(=C\c3ccccc3)N=C2c2ccccc2)cc1	-0.92	1052	.	.	29	710	-0.2%	i	0.1	i	56	.	.	.	.	.	1.4	1285
Cc1ccc(CN2CCN(Cc3ccco3)CC2)cc1	.	.	.	.	-2	790	-0.1%	i	0.2	i	51	.	.	.	.	.	.	.
O=C1C(Oc2ccccc2)C(c2ccc3c(c2)OCO3)N1CCc1ccc(F)cc1 (stereo unspecified)	-0.55	1423	i	-13	14	621	-0.2%	i	0.9	i	8	3.2	2.4	8.2	12	3	0.3	1015
COc1cc(C2/C(=C(\O)c3ccc4c(c3)OCCO4)C(=O)C(=O)N2CCN2CCOCC2)cc(OC)c1OC (stereo unspecified)	.	.	.	.	3	886	-0.1%	i	1.5	i	70	.	.	.	.	.	.	.
COC(=O)CCCN1C(=O)c2cccc3cccc(c23)C1=O	.	.	.	.	-3	833	-1.3%	i	0.5	i	61	.	.	.	.	.	.	.
COc1cc(C(=O)N2C[C@@H]3CCC[C@H]2C3)ccc1OC1CCN(C(C)=O)CC1	.	.	.	.	-2	705	0.8%	i	1.2	i	10	.	.	.	.	.	.	.
CC1CCN(C(=S)NC(=O)c2ccco2)CC1	.	.	.	.	2	646	-0.4%	i	0.5	i	11	.	.	.	.	.	.	.
COc1ccc(N(C(=O)c2ccncc2)S(=O)(=O)c2ccccc2)cc1	.	.	.	.	-22	607	-0.9%	i	0.8	i	70	.	.	.	.	.	.	.
CC(CCc1ccccc1)NC(=O)c1ccc(Br)o1 (stereo unspecified)	-0.03	1617	i	4	-11	690	-0.8%	i	0.2	i	37	3.3	1.8	3.9	-11	-15	-1.3	979
Cc1ccc(CN2C(=O)N/C(=C\c3ccc(-c4ccc(C(=O)O)cc4C)o3)C2=O)cc1	-0.51	1440	.	.	-8	670	0.4%	i	0.9	i	43	.	.	.	.	.	-1.1	1114
O=C(O)CCCC(=O)NCCc1cccc(Cl)c1	-0.21	1314	i	-5	9	711	0.4%	i	0.6	i	11	1.9	1.5	19	-1	-82	.	.
COc1ccc(C(=O)N2CCN(C3CCCCC3)CC2)c(OC)c1	-0.57	1289	i	-5	-1	744	0.1%	i	10	i	26	3.1	1.9	5.5	-7	17	0.1	1179
Cc1ccc(CS(=O)Cc2ccc(C(=O)NC3CCC(C)CC3)o2)cc1 (stereo unspecified)	.	.	.	.	-29	725	-0.3%	i	16	i	12	.	.	.	.	.	.	.
Cc1ccc(-c2csc(NC(=O)CCCc3cccs3)n2)cc1	0.14	1541	i	24	-6	630	-0.3%	i	0.2	i	56	8.3	1.8	1.8	12	-12	-3.7	1113
Cc1cccc(C(=O)Oc2ccccc2C(=O)N2CCOCC2)c1	-0.22	1071	.	.	1	781	0.1%	i	0.5	i	55	.	.	.	.	.	1.8	1296
O=S(=O)(Nc1cccc(-c2cn3c(n2)SCC3)c1)c1ccccc1	.	.	.	.	-4	670	-0.1%	i	1.6	i	7	.	.	.	.	.	.	.
COc1ccc(NC(=O)C2CCCN(c3nc(C)cc(C)n3)C2)cc1 (stereo unspecified)	-0.12	1484	i	11	12	637	0.0%	i	0.4	i	28	2.0	1.5	8.2	1	-9	-1.3	1457
NC(=O)CSc1nccn1Cc1ccccc1	0.92	1107	i	-2	23	712	-0.3%	i	0.7	i	42	3.4	1.7	8.1	1	-2	0.1	1098

Screening results (PubChem BioAssay)
